# Screening data from PubChem BioAssay.
# p53ts 39C tox = p53ts cell cytotoxicity, nonpermissive temperature; H1299-p53A138V viability at 39C, ATP luminescence, 24 h; Potency, µM (top dose mostly 46.1 µM), without a hit: at the highest dose activity change, negative = cell killing, actives largely listed as cytotoxic; actives 1.5% (n = 130,000); also: nearly all actives have a fitted effect of over 55% in size
# IkB sig inh = IkB pathway inhibition in ABC-DLBCL cells; ABC-DLBCL IkBa-CBG/CBR dual luciferase ratio, 4 h; response scale: scaled: untreated 0%, proteasome inhibitor 100%; Potency, µM (titrated, usually from 57.1 µM), inactives show top-dose IkBa stabilization activation; actives 0.04% (n = 110,000); active = well fitted curve in the direction sought with a large enough effect in the signal ratio, not every such curve was filed as active; inconclusive = small, poorly fitted or top-dose-only effect, or a change in a side signal; the % refers to the signal ratio;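 also: the direction sought is a rising ratio; 0% = basal untreated cells and 100% = reference inhibitor full response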
#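 Curves were fitted separately to fusion (green), unfused (red) and ratio luminescence, then classed by r2, magnitude and activity. Cells: OCI-Ly3, 4 h compound plus doxycycline at 37C; 10 uM MG-132 defined full response.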
# Peg3 imprint = induces erasure of genomic imprints in mouse ES cells | Potency, µM (top dose mostly 60.7 µM), for the others: at the top dose activity change, positive = activation, hits mostly activators | mouse ES Peg3-LacZ reporter, beta-gal luminescence, 40 h | AID 1948 | actives 0.02% (n = 110,000);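 also: 0% = negative control wells on the plate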
#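 Each well holds 300 Peg3LacZ-Neo (maternal) female ES cells incubated 40 h at 37C, 5% CO2. LacZ is measured by BetaGlo luminescence, with AC50 and maximum efficacy derived from dose-response curves.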
# p53ts 32C tox = cytotoxicity in p53ts cells at permissive temperature | actives 0.93% (n = 130,000) | H1299-p53A138V at 32C, ATP luminescence viability, 24 h | Potency, µM (series often up to 46.1 µM), inactives show top-dose activity change, negative = cytotoxicity, most hits filed as cytotoxic;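 also: 0% = DMSO and -100% = full killing by reference compound; nearly all actives have a fitted effect of over 55% in size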
#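 Viability by ATPlite luminescence after 24 h compound treatment (up to 46 uM) at the permissive 32C. Cells are H1299 carrying p53 A138V. Scale runs from DMSO basal to 100 uM tamoxifen as full kill; AC50 from Hill fits.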
# Starred values were filed as active, the others as inactive; ? = inconclusive; nt = no result given; [ ] = another dose, or the depositor's remark. Unless noted, calls follow the shape of the dose curve; as a rule, active = well fitted curve in the direction sought with a large enough effect; inconclusive = small, poorly fitted or top-dose-only effect, or another doubt; inactive = no such curve, though single readings can be large; an effect the other way counts as inactive or inconclusive. Unless noted, % is scaled to controls: 0 for no effect and ±100 for the full control effect; potency is read from the fitted curve at half-maximal effect.
SMILES,p53ts 39C tox,IkB sig inh,Peg3 imprint,p53ts 32C tox
COc1ccc(C(Nc2ccccn2)c2ccc3ccc(C)nc3c2O)cc1C (configuration not stated),?,?,-2%[10.9 µM],-21%
Cc1ccc(Cn2c(CN3CCOCC3)nc3c2c(=O)n(C)c(=O)n3C)cc1,6%,0.0%,nt,6%
O=C(O)Cn1c(-c2cscn2)nc2ccccc21,7%,0.9%,-1%,10%
CCOC(=O)c1c(C)oc2ccc(N(C(=O)c3ccncc3)S(=O)(=O)c3ccc(F)cc3)cc12,13%,?,-11%[10.9 µM],8%
COc1cc(C)c(S(=O)(=O)N2CCOCC2)cc1C(C)C,8%,0.2%,-4%,5%
COc1ccc(-c2nnc(SC(C)C(=O)Nc3cccc(Cl)c3)o2)cc1 (configuration not stated),?,9.1%,-86%[inhibitor],-22%
COCCCNS(=O)(=O)c1ccccc1,14%,13%,2%,-16%
COc1cccc(CNC(=O)C2CCCN(c3ncnc4onc(-c5ccc(F)cc5)c34)C2)c1 (configuration not stated),-4%,1.9%,-5%[10.9 µM],0%
CC1(C)CC(=O)C2=C(C1)NC(Nc1nc3ccccc3o1)=NC21CCCCC1,7%,0.9%,8%,4%
COc1ccc(Cl)cc1NC(=O)c1ccc(CN2C(=O)CCn3nc(C)cc32)cc1,-18%,?,4%[10.9 µM],4%
O=C1CCC/C1=c1\s/c(=C\c2cccnc2)c(=O)n1-c1ccccc1,-8%,0.4%,2%,-11%
CC(NC(=O)c1nn(C)c(=O)c2ccccc12)c1ccccc1 (configuration not stated),-1%,-2.6%,-4%,0%
CNCCCCOc1ccccc1Cc1ccccc1,?,0.8%,-50%[inhibitor],-19%
Cc1ccc(C(=O)COC(=O)CCC(=O)Nc2ccc(Oc3ccccc3)cc2)cc1,1%,0.4%,-5%[10.9 µM],1%
CC(=O)c1c(C)[nH]c(C(=O)OC2CCCCC2=O)c1C (configuration not stated),-6%,0.3%,-5%,22%
O=C(C1CCCN(S(=O)(=O)c2cnc[nH]2)C1)N(CCc1ccccc1)Cc1ccccc1 (configuration not stated),9%,0.6%,-20%,12%
COc1ccc(-c2c(C#N)c(N)nc3c2CCCC3)cc1OC,2%,-0.9%,0%,-7%
O=C(CCCC(=O)OCC(F)(F)C(F)F)Nc1nccs1,12%,8.2%,0%,5%
Cc1ccc(C)c(NC(=O)c2cnn(-c3cccc(F)c3)c2C2CCN(C(=O)OC(C)(C)C)CC2)c1,-11%,?,-7%[10.9 µM],23%
CNC(=O)[C@@H]1C[C@H]1[C@@H](NC(=O)CNC(=O)OCc1ccccc1)c1ccccc1,-5%,nt,-9%,1%

# Results in Peg3 imprint, p53ts 32C tox and p53ts 39C tox, for 2 of the compounds above:
molecule	Peg3 imprint	p53ts 32C tox	p53ts 39C tox
COc1ccc(C(Nc2ccccn2)c2ccc3ccc(C)nc3c2O)cc1C (configuration not stated)	-2%[10.9 µM]	-21%	?
Cc1ccc(C(=O)COC(=O)CCC(=O)Nc2ccc(Oc3ccccc3)cc2)cc1	-5%[10.9 µM]	1%	1%

# Following part:
SMILES,p53ts 39C tox,IkB sig inh,Peg3 imprint,p53ts 32C tox
CN(Cc1cccc2ccccc12)Cc1cccc2ccccc12,16%[9.22 µM],1.5%[11.4 µM],-15%[10.9 µM],0%[9.22 µM]
CC(C)CC(NC(=O)OC(C)(C)C)C(=O)NC(C(=O)N1CCCC1C(N)=O)C(C)C (configuration not stated),-3%,-0.7%,0%,3%
NC1C(O)OC(CO)[C@@H](O)[C@@H]1O[C@H]1O[C@@H](C(=O)O)C(O)C(O)C1O (some centres not stated),-1%,nt,20%,1%
O=C1C2CC=C(Cl)CC2C(=O)N1CN(Cc1ccco1)CN1C(=O)C2CC=C(Cl)CC2C1=O (configuration not stated),13%,1.6%,-6%,6%
COc1ccccc1N1CCN(C(=O)C2CCN(S(=O)(=O)c3cn(C)cn3)CC2)CC1,1%,-2.9%,-7%[10.9 µM],-4%
Cc1c(NC(=O)C2CCCNC2=O)c(=O)n(-c2ccccc2)n1C (configuration not stated),-3%,-0.5%,-3%,3%
O=C(CN1CCC(O)(c2ccc(F)cc2)CC1)NCc1ccc(F)cc1,2%,-0.3%,4%,-9%
Cc1cc2c(cc1C)N(CC(=O)N1CCCC1)C(=O)CC(c1ccccc1)=N2,7%,0.6%,-1%,14%
CC(C)(C)C1CCc2c(sc(NC(=O)Cn3nnc(-c4cccc(C(F)(F)F)c4)n3)c2C#N)C1 (configuration not stated),7%,?,-17%[10.9 µM],-3%
Cc1onc(-c2c(F)cccc2Cl)c1C(=O)N[C@@H]1C(=O)N2[C@H]1SC(C)(C)[C@H]2C(=O)O,21%[9.22 µM],0.7%[11.4 µM],-5%[10.9 µM],-3%[9.22 µM]
CC(=O)Nc1ccc(C(=O)NC2CCCC2)cc1,7%,-1.9%,-5%,4%
Cc1ccc(CNC(=O)Cn2ncc3c(C)n(Cc4ccc(Cl)cc4)c(C)c3c2=O)cc1,16µM*,?,-9%[10.9 µM],-15%
COc1ccc(-c2cc(C)no2)cc1S(=O)(=O)NC1CCC(C)CC1 (configuration not stated),6%,?,-7%[10.9 µM],1%
Cn1c(-c2ccccc2)c(CCO)c2ccccc21,-1%,4.5%,-11%,-7%
COC(=O)CCc1sc(Nc2ccccc2)nc1-c1ccc(OC)cc1,-19%,nt,nt,-4%
c1coc(-c2nc3nc4ccccc4n3nc2-c2ccco2)c1,-3%,2.4%,-9%,-9%
CCOc1ccccc1C(=O)Nc1ccc2nc3c(c(Nc4ccc(OC)c(OC)c4)c2c1)CCCC3,?,2.0%,-15%[10.9 µM],?
COc1ccc(C(=O)CSc2cc(C)nc(SCC(=O)c3ccc(C)cc3)n2)cc1,36%,nt,nt,-7%
CN1CCN(/C(=N\S(=O)(=O)c2ccc(F)cc2)c2ccccc2)CC1,9%,-0.8%,1%,3%
Cc1ccc(NC(=O)c2cc(S(=O)(=O)N3CCC4(CC3)OCCO4)ccc2F)cc1Cl,?,-0.3%,-11%[10.9 µM],-16%
COc1ccc(C(C(=O)OC(C)CN(C)C)c2ccccc2)cc1 (configuration not stated),15%,0.2%,-2%,-7%
COCCNc1nc(-c2cccc(OC)c2)nc2ccccc12,-2%,-1.6%[11.4 µM],-16%,-8%
O=C(Cn1c(=O)n(-c2ccccc2)c(=O)c2ccc(C(=O)NCc3ccc4c(c3)OCO4)cc21)Nc1ccc(F)c(Cl)c1,1%,-0.1%,-4%[10.9 µM],18%
COc1cccc(Cn2c(=O)c(-c3cc(F)cc(F)c3)nc3cnc(N4CCOCC4)nc32)c1,-7%,-1.8%[11.4 µM],1%,2%
COc1ccc(NC(=O)CC2Oc3ccccc3NC2=O)cc1 (configuration not stated),-9%,0.7%,-8%,7%
Cc1ccc2c(=O)cc(C(=O)Nc3ccc(S(=O)(=O)N(C)c4ccccc4)cc3)oc2c1C,-6%,0.2%,-4%[10.9 µM],16%
CCCN(Cc1cccs1)C(=O)Nc1cc(Cl)ccc1C,-10%,?,-3%[10.9 µM],-3%
Cc1nc2ccc(S(=O)(=O)NC(C(=O)N3CCCC3)C(C)C)cc2s1 (configuration not stated),-2%,-1.6%,-12%,-7%
Cc1ccc2nc(NC(=O)c3ccc(Cn4cc(Cl)cn4)o3)sc2c1,-22%,?,-15%,-20%
CCOc1cccc(-c2nnc3sc(COc4ccc(Cl)cc4)nn23)c1,2%,3.7%,-2%,-3%
Nc1nc2[nH]c(=O)cnc2c(=O)[nH]1,4%,1.1%,17%,9%
COc1ccc(NC(=O)c2ccco2)c(OC)c1,-10%,0.4%,-9%,-12%
CN(C)S(=O)(=O)c1ccc(Oc2ccccc2)cc1,5%,0.2%,-23%,-5%
Cc1ccc(C)c(N2CCN(c3nc4ccccc4n4nnnc34)CC2)c1,?,?,-6%[10.9 µM],-11%
CCOC(=O)Cc1cc(=O)n2[nH]c(-c3ccccc3)cc2n1,-6%,nt,nt,-11%
Cc1ccc(F)cc1NC(=O)Cc1nn(C)c(=O)c2ccccc12,3%,2.5%,-16%,-11%
CCOC(=O)c1cccc(NC(=O)[C@H](CSCc2ccccc2)N2Cc3ccccc3C2=O)c1,2%,-1.3%,-10%[10.9 µM],14%
Cc1cccc(NC(=O)Nc2cccc(C)n2)n1,-6%,-0.4%,-10%,4%
CC1(C)Cc2nc3oc4c(=S)nc[nH]c4c3cc2CO1,-14%,-2.0%,-8%,-6%
O=C1c2cccc(OCc3ccc(F)cc3)c2CCN1Cc1ccc(F)cc1,-6%,nt,nt,14%
COc1ccc(OC)c(Nc2ncnc3c2cnn3-c2cccc(Cl)c2)c1,-37%,?,8%[10.9 µM],19%
COc1cccc(CNCCNC(=O)c2nonc2N)c1,0%,-0.2%,18%[10.9 µM],-2%
Cc1nc2cc(-c3cccc(F)c3)nn2c(N2CCOCC2)c1C,-7%,-6.3%,-4%,-10%
C=CCN(CC(=O)NCc1ccc(OC)cc1)C(=O)c1csnn1,10%,-0.3%,9%,8%
O=C1CCc2cc(S(=O)(=O)NCc3ccc(Cl)cc3)cc3c2N1CC3,-16%,1.9%,-14%[10.9 µM],-3%
COc1ccc(CCNC(=O)CCS(=O)(=O)c2cc3c(cc2Cl)NC(=O)CO3)cc1OC,-4%,-1.8%,-9%[10.9 µM],-4%
CCN1CCN(C(=O)c2cc3c(=O)oc4ccc(C)cc4c3s2)CC1,9%,0.0%,-6%,4%
COc1ccc(S(=O)(=O)N(C)c2ccc(C(=O)N3CCOCC3)cc2)cc1,-2%,-0.6%,-19%,5%
Cc1cccc(CSc2ncc(Cl)c(C(=O)Nc3sc4c(c3C(N)=O)CCCC4)n2)c1,1%,-1.3%,8%[10.9 µM],1%
Cn1c(SCc2ccccn2)nnc1-c1ccncc1,9%,-0.2%,1%,5%
CSc1cccc(NC(=O)CN(C)S(=O)(=O)c2ccc(C)cc2)c1,-4%,-2.0%,-1%,12%
COc1ccc(C)cc1NC(=O)Cn1c(=O)nc(-c2ccccc2F)c2cc(Cl)ccc21,2%,2.1%,-9%[10.9 µM],-2%
Oc1[nH]c2ccccc2c1/C=N/c1nccs1,?,1.1%,-32%[inhibitor],?
CCOc1ccccc1CNC(=O)c1cc(-c2ccc(Cl)s2)nc2ccccc12,-18%,-2.0%,-10%[10.9 µM],-9%
N#Cc1ccccc1,0%,-1.2%,3%,-12%[1.84 µM]
Clc1cc(Br)ccc1OCCn1ccnc1,-4%,-3.7%,-2%,-5%
O=S1(=O)CCC(NC(=S)NCCNC(=S)NC2CCS(=O)(=O)C2)C1 (configuration not stated),-2%,nt,nt,-14%
COc1ccc(C(=O)NCc2nnc(SCC(=O)Nc3cccc(C(F)(F)F)c3)o2)cc1OC,-12%,3.8%,7%,-4%
CC(=O)N1CCc2c(sc3nc(SCC(N)=O)n(-c4ccc(F)c(Cl)c4)c(=O)c23)C1,21%,1.4%,-8%[10.9 µM],6%
Cn1c(=O)n(CCc2ccccc2)c(=O)c2c1nc1n2CCCN1c1ccc(F)cc1,1%,-0.4%,-7%,2%

# Ordered by the number under IkB sig inh (ascending): six from the list above.
SMILES	IkB sig inh
Cc1nc2cc(-c3cccc(F)c3)nn2c(N2CCOCC2)c1C	-6.3%
CSc1cccc(NC(=O)CN(C)S(=O)(=O)c2ccc(C)cc2)c1	-2.0%
Cc1cccc(CSc2ncc(Cl)c(C(=O)Nc3sc4c(c3C(N)=O)CCCC4)n2)c1	-1.3%
COc1cccc(CNCCNC(=O)c2nonc2N)c1	-0.2%
CCN1CCN(C(=O)c2cc3c(=O)oc4ccc(C)cc4c3s2)CC1	0.0%
CC(=O)N1CCc2c(sc3nc(SCC(N)=O)n(-c4ccc(F)c(Cl)c4)c(=O)c23)C1	1.4%

# Continued.
SMILES,p53ts 39C tox,IkB sig inh,Peg3 imprint,p53ts 32C tox
Cc1onc(-c2ccccc2Cl)c1C(=O)OCC(=O)N1CCCc2ccccc21,11%,1.1%,-16%,24%
COc1ccc(CNC(=O)Cn2c(=O)c3cccn3c3cccnc32)cc1,6%,0.7%,-8%[10.9 µM],3%
CCc1ccccc1Nc1nn2c(=O)c3ccc(C(=O)NC4CCCCC4)cc3nc2s1,16%,?,22%[10.9 µM],3%
CN1CCN(C(c2ccc(F)cc2)c2nnnn2Cc2cccs2)CC1 (configuration not stated),15%,1.2%,4%,-7%
CCOC(=O)/C(C#N)=C/c1cn(CCC(=O)O)nc1-c1ccccc1,-6%,nt,nt,0%
CC(=O)NC1=C(NC2CCS(=O)(=O)C2)C(=O)c2ccccc2C1=O (configuration not stated),?,nt,nt,16µM*
CC(C)N(O)C(=O)NC(C)(C)C,-9%,0.4%,5%,10%
